High-throughput results (PubChem BioAssay)
Hsp70 activator: switches on Hsp70 transcription. hit rate 0.04% among 200,000. HeLa Hsp70 promoter luciferase reporter, luminescence; scaled: vehicle 0, proteasome-inhibitor control 100%. AID 1203. activation, % at 10 µM;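 active = activation above the mean across all tested compounds plus 3 SD, cutoff set per campaign, cut at about 5.5% in these data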;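 note: 100% = MG132 at 30 µM as the positive control and 0% = DMSO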
L major viab: inhibitors of Leishmania major promastigote growth; hit rate 9% among 200,000; inhibition, % at 10 µM; Leishmania major promastigotes, resazurin fluorescence viability; AID 1063;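 note: promastigotes grown with compound for 44 hours at 28 °C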
PMI act: activators of human phosphomannose isomerase | P34949 | purified human PMI, coupled resazurin fluorescence, 20 min; active compounds read high; 1 = vehicle control, 0 substrate-free wells | activation factor at 20 µM | hit rate 0.005% among 190,000;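 active = activation factor of 2 or more at 20 µM, relative to plate controls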
Target sequence (P34949 whole entry, looked up): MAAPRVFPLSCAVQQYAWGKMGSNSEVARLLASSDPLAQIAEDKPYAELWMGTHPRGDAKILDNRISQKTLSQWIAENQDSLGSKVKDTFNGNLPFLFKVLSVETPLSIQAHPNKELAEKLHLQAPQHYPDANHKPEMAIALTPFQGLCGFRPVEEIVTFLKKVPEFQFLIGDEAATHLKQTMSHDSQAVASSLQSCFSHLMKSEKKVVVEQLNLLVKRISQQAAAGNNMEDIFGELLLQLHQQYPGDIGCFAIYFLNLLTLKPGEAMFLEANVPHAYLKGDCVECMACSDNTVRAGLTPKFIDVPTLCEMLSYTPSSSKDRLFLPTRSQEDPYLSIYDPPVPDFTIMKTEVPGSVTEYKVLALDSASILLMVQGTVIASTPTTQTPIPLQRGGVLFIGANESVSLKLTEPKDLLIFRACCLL
S1P3 antagonist: blocks the human S1P3 receptor. Q99500. CHO S1P3 NFAT-BLA reporter, FRET fluorescence, antagonist mode. inhibition, % at 4.98 µM. hit rate 0.27% among 170,000;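 active = inhibition above the plate cutoff, the mean inhibition of test wells on that plate plus 3 SD, cut at about 28% in these data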;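 note: cells challenged with S1P at its EC80 of 0.8 µM; blue over green emission ratio from cleaved BLA substrate after 4 h stimulation; 0% = S1P-stimulated wells and 100% = unstimulated DMSO-only wells; some compounds past the cut are filed as inactive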
Target sequence (Q99500 whole entry, looked up): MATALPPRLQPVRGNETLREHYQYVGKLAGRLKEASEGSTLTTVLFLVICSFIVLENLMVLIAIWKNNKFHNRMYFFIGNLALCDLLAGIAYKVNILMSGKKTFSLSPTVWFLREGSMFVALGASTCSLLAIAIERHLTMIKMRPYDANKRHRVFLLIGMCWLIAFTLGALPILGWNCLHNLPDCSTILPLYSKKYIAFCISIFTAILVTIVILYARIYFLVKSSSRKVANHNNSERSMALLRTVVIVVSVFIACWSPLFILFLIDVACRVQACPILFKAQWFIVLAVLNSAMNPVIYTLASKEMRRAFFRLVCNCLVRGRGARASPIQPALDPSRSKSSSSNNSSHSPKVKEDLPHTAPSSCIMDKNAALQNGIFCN
G6PDH CS: counter-screen for G6PDH assay hits: L. mesenteroides G6PDH inhibition. hit rate 0.12% among 200,000. inhibition, % at 5 µM. AID 1020. Purified L. mesenteroides G6PDH, diaphorase/resazurin coupled fluorescence, 45 min
DTT redox prof: compounds producing H2O2 with reducing agent – biochemical, NIH compound library profiling, artefact control for MLSCN library redox annotation, primary screen. DTT-dependent redox cycling H2O2, phenol red/HRP absorbance; 100% = 100 µM peroxide control, 0% = buffer. hit rate 0.03% among 200,000. AID 878. activation, % at 10 µM;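 active = activation of at least 50% relative to the plate's high and low controls in the primary single-dose screen; inactive = activation below 50%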;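 note: compound incubated with DTT at 0.8 mM final as the reducing agent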
Diaphorase inh: counter-screen for diaphorase-based assays: diaphorase inhibitors and chemical oxidizers; hit rate 0.69% among 190,000; inhibition, % at 20 µM; AID 1217; diaphorase resazurin-to-resorufin fluorescence, NADH, 16 min; bacterial (C. kluyveri) enzyme, not human;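 active = primary screen inhibition at 20 µM above a set limit, cut at about 50% in these data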;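 note: plate controls were DMSO with full reaction for no effect and wells lacking NADH for full effect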
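Test system: Clostridium kluyveri diaphorase enzyme / Quantity: diaphorase at 0.14 U/mL in enzyme working solution / Incubation: 16-min room-temperature incubation before reading / Benchmarks: NADH-free wells as positive control, DMSO-only neutral wells / Signal: resorufin fluorescence 544/590 nm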
RAM network inh: inhibitors of the yeast RAM network | inhibition, % at 50 µM | AID 868 | S. cerevisiae dse1pr::URA3 reporter, 5-FOA growth OD615, 2 d; analog-sensitive cbk1-as2 kinase mutant strain | hit rate 1.8% among 190,000;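 active = inhibition above a set limit, 3 SD over mean compound inhibition, cut at about 8.4% in these data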;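 note: 0% = DMSO-only wells with no growth and 100% = 10 µM 1-NA-PP1 full growth; inhibition rescues growth on 5-FOA so higher OD means more RAM inhibition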
Diaph act CS: counter-screen for diaphorase-based assays: diaphorase activators and chemical reducers; Diaphorase/resazurin coupled assay, resorufin fluorescence, 16 min; active compounds read high; 1 = vehicle wells, 0 = NADH-free wells; activation factor at 20 µM; hit rate 0.005% among 190,000;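 active = diaphorase activity raised at least twofold by the compound at 20 µM; inactive = activation factor below 2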
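Test system: Clostridium kluyveri diaphorase, purified enzyme; input: enzyme 0.07 U/mL final; buffer or medium: 50 mM HEPES pH 7.4 with 4.542 mM MgCl2, 0.005% Tween 20; also added: 0.114 mM NADH and 0.1 mM resazurin, final amounts; schedule: 16 min enzyme reaction, ambient temperature; technique: fluorescence of resorufin, 544 nm excitation, 590 nm emission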
PMI act hi M6P: PMI (human) activation, high substrate; P34949; coupled PMI enzyme assay, resazurin fluorescence, 20 min; active compounds read high; 1 = untreated enzyme, 0 = substrate-free blank; activation factor at 20 µM; hit rate 0.34% among 190,000; AID 1216;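 active = activation factor of 2 or more at 20 µM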
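Material: human phosphomannose isomerase with PGI, G6PDH, diaphorase coupling enzymes / Reagent: Man-6-P substrate 1.0 mM / Dosing: single compound dose of 20 µM, 1% DMSO final / Incubation: enzyme reaction with compound 20 min at room temperature / Signal: resorufin fluorescence (Ex 544/Em 590 nm) from resazurin via diaphorase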
TLR4-MyD88 BLA: TLR4-MyD88 interaction inhibition in cells; inhibition, % at 8.4 µM; hit rate 0.18% among 200,000; HeLa CL3-4 TLR4/MyD88 BLA complementation, FRET ratio; O00206+Q99836; in the data active = inhibition above about 25%;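 note: 0% = vehicle and 100% = reference inhibitor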
Active calls of the source: *; · = no result given. Cut-off read from the data, not from the text of the source, unless noted: active = inhibition above about 50%; inactive = the rest.

nr	mol	Hsp70 activator	L major viab	PMI act	S1P3 antagonist	G6PDH CS	DTT redox prof	Diaphorase inh	RAM network inh	Diaph act CS	PMI act hi M6P	TLR4-MyD88 BLA
1	O=C(CCCOc1ccccc1)Nc1ccc(S(=O)(=O)Nc2ccccn2)cc1	-0.2	0.2	1.1	-6.9	-2.4	-2.1	2.4	4.6	1	0.9	2.1
2	CCCC(c1nnnn1Cc1ccc(OC)cc1)N1CCC(C(N)=O)CC1 (stereo not drawn)	-0.1	0.8	1	-4.1	2.5	1.7	20.5	0.3	0.8	0.9	2.1
3	CCn1cc(/C=N\NC(=O)c2cc(-c3ccccc3OC)nc3ccccc23)c(C)n1	-0.1	36.8	0.8	-31.6	8.2	-0.6	16.9	0.9	0.8	0.9	9.9
4	CCn1c(SCC(=O)N2CCOCC2)nc2oc3c(Cl)cc(Cl)cc3c(=O)c2c1=O	0.1	72.2*	1.1	2.9	5.4	0.2	28.8	4.0	0.7	1.1	2.0
5	CC(C)(C)c1ccc(CCC(CC(=O)O)CC(=O)O)cc1	0.0	-3.6	1	-1.1	6.2	-1.3	3.0	2.2	1	1	2.6
6	COc1ccc(NC(=S)NC(NC(=O)CCl)C(Cl)(Cl)Cl)c([N+](=O)[O-])c1 (stereo not drawn)	-0.1	5.1	0.8	-4.8	8.3	0.2	32.4	6.5	0.7	0.7	8.3
7	Cc1ccc(CNCC2CCCO2)o1 (stereo not drawn)	0.2	2.7	1	·	-7.7	-4.2	13.4	2.6	0.9	0.9	1.3
8	COc1ccc(Nc2nc(N3CCN(C)CC3)nc3ccccc23)c(OC)c1	-0.2	43.9	1	1.2	20.4	0.0	-35.8	1.9	1.4	1	5.1
9	Cc1ccc(/C=C/C2=NN(C)C(=O)CC2)cc1	-0.1	-8.8	1.1	-7.8	1.8	7.9	9.3	1.5	0.9	1	1.8
10	CCOC(=O)c1ccc(NC(=S)N2CCSC2c2ccc(Br)cc2)cc1 (stereo not drawn)	-0.4	86.7*	0.9	11.8	-2.7	0.0	17.3	4.0	0.8	1	-11.2
11	CN(Cc1ccccc1)C(=O)NC1CCCCC1	0.0	0.4	1.1	·	4.5	1.1	-7.2	-1.0	1.1	1.1	-9.2
12	COc1ccc(-c2cc(C(F)(F)F)nc(SCC(=O)NCCN3CCOCC3)n2)cc1OC	-0.1	1.7	1	·	13.5	0.1	2.9	0.7	1	1	-6.3
13	Cc1ccc(C2OC3=C(C(=O)CC(C)(C)C3)C(N)=C2C#N)o1 (stereo not drawn)	0.0	0.5	1	2.8	3.9	-0.6	10.7	-0.5	0.9	1	1.6
14	O=C(c1sc2ccccc2c1Cl)N(Cc1cccs1)C1CCS(=O)(=O)C1 (stereo not drawn)	-0.4	2.7	1	-18.2	7.3	-0.2	12.7	0.3	0.9	1	-12.8
15	COc1ccccc1N1CCN(C2CCN(S(=O)(=O)c3ccc4ccccc4c3)CC2)CC1	-0.4	54.9*	0.9	·	-1.3	-3.1	6.1	0.4	0.9	1	6.3
16	COC(=O)c1[nH]c2cc(OC)ccc2c1NC(=O)CCN1CCN(c2cccc(C)c2C)CC1	0.2	33.6	0.9	5.1	6.0	-0.8	20.4	0.0	0.8	0.9	-0.1
17	O=[N+]([O-])c1ccc(-c2nc(NCc3ccccc3)c3ccccc3n2)cc1	-0.2	20.5	0.8	-13.1	-6.9	1.2	9.1	3.8	0.9	0.9	-1.5
18	COc1nn(CC(=O)N2N=C(C(F)F)CC2(O)C(F)F)cc1[N+](=O)[O-] (stereo not drawn)	-0.4	-2.4	1.1	·	4.7	-0.5	16.2	0.5	0.8	1	6.0
19	COC(=O)Nc1ccc(S(=O)(=O)Nc2ncccn2)cc1	0.2	-3.5	1	-20.2	2.5	-1.3	0.1	0.7	1	1	-11.1
20	NNC(=O)CN1C(CN2CCOCC2)=Nc2ccc(Br)cc2C1c1ccccc1 (stereo not drawn)	-0.1	-2.5	1	-11.4	10.7	0.1	10.2	-0.3	0.9	1	4.0

Down the list, from the results shown:
Nos. 11–14 in DTT redox prof, in turn: 1.1, 0.1, -0.6, -0.2

Carrying on.
nr	mol	Hsp70 activator	L major viab	PMI act	S1P3 antagonist	G6PDH CS	DTT redox prof	Diaphorase inh	RAM network inh	Diaph act CS	PMI act hi M6P	TLR4-MyD88 BLA
21	COC(=O)/C=C1\S/C(=N/NC(=O)c2ccc(OC)cc2)NC1=O	0.4	-7.4	0.7	-12.8	8.2	-4.0	14.8	4.0	0.9	0.7	9.0
22	CC(C)OC(=O)CC12CN3CN(C1)CC(CC(=O)OC(C)C)(C3)C2=O	-0.1	-4.8	1	·	-0.5	0.9	-12.9	-1.6	1.1	1.1	-5.1
23	O=C(c1ccc(F)cc1)N1CCCCC(S(=O)(=O)c2ccccc2)C1=O (stereo not drawn)	-0.5	-2.3	1.1	8.3	-0.2	0.6	0.8	0.4	1	0.9	-15.9
24	O=C(CN1C(=O)COc2ccccc21)N(Cc1ccccc1)Cc1ccccn1	-0.3	-4.8	0.9	-48.1	9.3	4.7	13.2	1.6	0.9	0.9	-4.8
25	COCCn1c(=NC(=O)/C=C/c2ccccc2)sc2cc(NC(C)=O)ccc21	-0.3	28.4	0.8	-2.0	-15.9	0.5	11.9	6.0	0.9	0.9	5.0
26	Brc1ccc(-c2nnc3sc(CN4CCC5(CC4)OCCO5)cn23)cc1	-0.5	-2.6	0.9	-7.3	4.0	-0.2	3.3	0.8	1	1	-2.1
27	C=CCn1c(SCC(=O)NCCc2ccccc2)nnc1C(C)NC(=O)c1cccs1 (stereo not drawn)	-0.5	-0.2	1.1	·	4.7	3.4	4.9	-0.1	1	1.1	5.1
28	FC(F)(F)c1cc(-c2ccccc2)nc(NC2CCCC2)n1	0.1	0.7	1.1	·	4.7	0.1	12.4	2.8	0.9	1	6.7
29	COc1ccc(N2CC(O)=C(c3n(C)c4ccccc4[n+]3C)C2=N)cc1	-0.2	-5.6	0.8	·	-1.8	0.8	14.8	1.2	0.9	0.8	-1.8
30	CC1CCN(S(=O)(=O)c2ccc3ncn(CC(=O)N4CCN(C)CC4)c(=O)c3c2)CC1	-0.1	2.1	0.9	-10.9	4.8	-0.9	6.5	1.9	0.9	1	5.6
31	O=C(CN1C(=O)CSc2ccc(S(=O)(=O)N3CCOCC3)cc21)NCCCN1CCc2ccccc2C1	0.1	-6.7	1	-15.2	7.2	-0.5	21.1	1.3	0.8	1	13.1
32	S=C(Nc1ccccc1)N(CCN1CCOCC1)Cc1cccc(Cl)c1	0.1	9.0	1.2	6.3	15.4	2.3	-29.1	-0.1	1.3	1.2	-1.2
33	O=c1ccc(NS(=O)(=O)c2ccccc2)cn1Cc1ccc(Cl)c(Cl)c1	-0.2	-5.7	1	·	9.9	1.1	7.0	3.4	0.9	0.8	1.1
34	Cc1ccc(C(=O)NN2CC(O)=C(c3nc(-c4cccc([N+](=O)[O-])c4)cs3)C2=N)cc1	-0.2	6.2	1	-0.9	-2.4	0.0	-10.0	4.2	1.1	1	-11.0
35	C/C(N)=C(/C#N)C(=O)COC(=O)c1cccc(O)c1	0.0	-8.2	0.9	9.2	5.3	0.1	7.5	1.9	0.9	0.9	-13.9
36	Cc1cc(C)c[n+](-c2[nH]c(=O)sc2/C=N/N=C(\N)[S-])c1	0.1	-10.8	1	-3.9	8.9	-0.9	3.4	1.5	1	1.1	-4.0
37	O=C(C1CCC(Cn2c(=S)[nH]c3ccccc3c2=O)CC1)N1CCN(c2ccccn2)CC1 (stereo not drawn)	-0.4	99.4*	0.9	-15.7	3.9	-0.2	34.8	-0.4	0.7	0.9	-0.7
38	CN(C)S(=O)(=O)c1ccc(NC(=O)COC(=O)CC2CC3CCC2C3)cc1 (stereo not drawn)	-0.3	-11.1	0.9	-3.2	-1.6	9.5	22.2	3.5	0.8	0.9	4.4
39	CCCNS(=O)(=O)c1ccc(N2CCCC2=O)c([N+](=O)[O-])c1	-0.1	-2.5	0.9	-13.2	-1.5	-0.2	13.9	0.7	0.9	1	-7.9
40	CCCC(=O)NC(=S)Nc1ccccc1OC	-0.1	-6.9	1	·	7.0	-0.3	1.4	-1.2	1	1	2.1
41	COC(=O)C1=NN[C@H](C(=O)OC)[C@H]1c1ccccc1	0.1	-5.0	1.1	5.9	1.4	-0.4	-0.4	0.7	1	1.1	0.1
42	COc1cccc(C(=O)OC2CCN(C)CC2)c1	-0.2	1.5	1	-19.0	3.1	-0.2	-2.2	0.5	1	1.1	2.3
43	CCOc1cc(NC(=O)C2CC2)c(OCC)cc1NC(=O)CCn1nnc2ccccc21	-0.2	0.0	1.1	-10.3	-0.6	0.0	17.5	2.5	0.8	1	-4.0
44	CC1CCN(C(c2ccc(N(C)C)cc2)c2nnnn2Cc2ccc(F)cc2)CC1 (stereo not drawn)	-0.2	-1.4	1.1	26.2	14.0	3.3	13.7	1.9	0.9	0.9	3.3
45	COc1cccc(/C=N/Nc2nc3ccccc3n3cnnc23)c1	-0.2	43.5	1.2	-12.1	-14.3	0.3	9.0	1.4	0.9	1.4	17.1
46	CCN(CC)C(=O)c1ccc(S(=O)(=O)NCc2cccnc2)cc1	-0.3	-1.5	1	·	4.8	-0.1	3.1	0.3	1	1	0.2
47	COC(=O)c1ccc(C(=O)OC)c(NC2=NS(=O)(=O)c3ccccc32)c1	-0.2	-1.5	0.8	-17.9	-38.4	0.4	13.1	4.6	0.9	0.8	2.8
48	CCc1nnc(NS(=O)(=O)c2ccc(N/C=C(\C=O)c3nc4cc(Cl)ccc4o3)cc2)s1	-0.3	-6.7	1	5.5	12.8	-0.8	35.4	7.5	0.6	1	-11.2
49	CC(C)(C)c1nc(CN2CCCCC2)cc(CN2CCCCC2)c1O	-0.3	47.6	1	-4.3	6.3	0.2	12.2	0.4	0.9	0.9	-6.4
50	O=C(CCC(=O)N/N=C/c1ccccc1O)NCc1ccccc1	-0.1	-2.9	1.1	4.5	10.0	0.2	16.1	1.3	0.8	1.1	0.9
51	Clc1ccc(CSc2cc3c(nn2)-c2ccccc2CC3)cc1	-0.1	-4.7	1	·	4.7	2.3	20.9	10.3*	0.8	0.9	-13.5
